# High-throughput results (PubChem)
# DNMT1 inh: inhibitors of human DNMT1 | P26358 | inhibition (reported as % activation of signal), % at 10 µM | AID 588458 | actives 0.83% (n = 360,000) | DNMT1 molecular beacon, Hinp1I cleavage, fluorescence; in the data active = inhibition above about 50%
# STEP block: STEP (human) phosphatase inhibition. P54829. recombinant STEP, OMFP fluorogenic substrate, fluorescence. inhibition, % at 20 µM. actives 0.25% (n = 360,000). AID 588621;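 active = inhibition at 20 µM, scaled per plate between control wells, above about 37%, limit read from the data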;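 note: 0% = DMSO with enzyme and substrate and 100% = substrate only without enzyme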
# Target sequence (P54829 whole entry, looked up): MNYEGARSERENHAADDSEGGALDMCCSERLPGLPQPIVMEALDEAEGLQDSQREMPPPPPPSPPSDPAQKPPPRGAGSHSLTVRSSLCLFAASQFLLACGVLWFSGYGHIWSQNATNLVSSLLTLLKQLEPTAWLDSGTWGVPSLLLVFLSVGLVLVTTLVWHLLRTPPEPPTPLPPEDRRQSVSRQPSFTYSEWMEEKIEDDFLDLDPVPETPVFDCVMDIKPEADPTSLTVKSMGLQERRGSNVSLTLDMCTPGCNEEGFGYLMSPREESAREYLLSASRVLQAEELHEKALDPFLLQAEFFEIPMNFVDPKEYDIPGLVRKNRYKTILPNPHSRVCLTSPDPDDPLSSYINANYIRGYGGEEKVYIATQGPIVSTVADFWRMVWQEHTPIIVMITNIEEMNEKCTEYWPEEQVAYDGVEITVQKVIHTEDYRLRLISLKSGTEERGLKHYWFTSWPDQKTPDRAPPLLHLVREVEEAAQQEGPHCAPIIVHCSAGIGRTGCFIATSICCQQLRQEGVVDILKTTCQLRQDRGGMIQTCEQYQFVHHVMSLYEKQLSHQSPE
#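 Measure: Control-normalized % inhibition with plate pattern correction | Test system: STEP phosphatase, cell-free reaction | Medium: pH 6.0 Bis-Tris with DTT and Tween 20 | Technique: Fluorescence, 480/540 nm | Times: Reaction 20 min, ambient temperature | Doses: Single compound dose of 20 µM, 1% DMSO final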
# NadD block: inhibitors of Staphylococcus aureus NadD. purified NadD enzyme, colorimetric absorbance read-out. inhibition, % at 20 µM. actives 0.78% (n = 360,000). AID 602399; in the data active = inhibition above about 26%; note: some compounds past the cut are filed as inactive
# LMPTP block: blocks human LMPTP phosphatase. recombinant LMPTP-A, OMFP fluorogenic substrate, fluorescence intensity. inhibition, % at 20 µM. actives 0.22% (n = 360,000). AID 651560;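 active = compounds that cut the enzyme signal by at least half of the control window in the single-dose screen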;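 note: plate controls were DMSO wells with enzyme plus substrate for no effect and substrate without enzyme for full effect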
# Target sequence (P24666 whole entry, looked up): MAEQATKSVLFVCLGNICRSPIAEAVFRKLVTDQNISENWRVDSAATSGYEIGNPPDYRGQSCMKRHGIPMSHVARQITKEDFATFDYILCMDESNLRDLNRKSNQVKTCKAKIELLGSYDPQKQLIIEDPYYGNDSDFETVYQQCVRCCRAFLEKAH
#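 Buffer or medium: Bis-Tris pH 6.0, DTT, detergent; Assay system: LMPTP-A enzyme; Quantity: 0.625 nM enzyme; Detection: endpoint fluorescence intensity; Times: 50 min dark incubation at room temperature; Controls: substrate-only low control, DMSO enzyme-plus-substrate high control; Doses: single 20 µM dose; Read-out: percent inhibition versus substrate-only and uninhibited controls; Reagent: 400 µM OMFP.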
# SUMO1 PPI mod: SUMO1-SIM interaction modulation. P63165. SUMO1 binding to a labelled peptide, TR-FRET, 1 h. inhibition, % at 20 µM. actives 0.33% (n = 360,000). AID 602429; in the data active = inhibition above about 37%
# Target sequence (P63165 whole entry, looked up): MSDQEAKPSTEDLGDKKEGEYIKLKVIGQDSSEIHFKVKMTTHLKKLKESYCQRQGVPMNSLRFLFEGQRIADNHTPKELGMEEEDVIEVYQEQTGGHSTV
# TbMetRS inhib: blocks T. brucei methionyl-tRNA synthetase activity. inhibition, % at 11.9 µM. actives 0.4% (n = 360,000). purified T. brucei MetRS, ATP depletion, Kinase-Glo luminescence. AID 624268;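 active = inhibition above a per-plate cutoff of the control wells' mean inhibition plus 3 SD, cut at about 5.5% in these data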;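 note: 0% = DMSO wells median and 100% = median of wells with control inhibitor compound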
#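 Material – parasite MetRS enzyme · Medium – HEPES-MgCl2-KCl buffer plus DTT, spermine, BSA, pyrophosphatase · Reagent – ATP, methionine and E. coli bulk tRNA substrates · Times – 15 min enzyme-compound preincubation, 2 h reaction, 10 min detection, 25 °C · Measured by – luminescence of leftover ATP · Evaluation – percent inhibition relative to median high and low control wells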
# Rpn11 block: inhibitors of human proteasome Rpn11 | human 26S proteasome, Ub4-pepOG fluorescence polarization; 20S core pre-blocked with epoxomicin | calls only at 20 µM | actives 0.59% (n = 360,000) | AID 588493;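 active = inhibition at 20 µM, scaled to each plate's controls, above about 33%, limit read from the data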
# Scp1 inh: Scp-1 (human) phosphatase inhibition; Recombinant Scp1, phosphopeptide, malachite green phosphate absorbance; Q9GZU7; actives 0.88% (n = 340,000); AID 493091; inhibition, % at 20 µM;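 active = inhibition above about 50% at 20 µM, limit read from the data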;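 note: plate controls were DMSO wells with enzyme for no effect and wells lacking enzyme for full effect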
# Target sequence (Q9GZU7 76-261 limits assumed): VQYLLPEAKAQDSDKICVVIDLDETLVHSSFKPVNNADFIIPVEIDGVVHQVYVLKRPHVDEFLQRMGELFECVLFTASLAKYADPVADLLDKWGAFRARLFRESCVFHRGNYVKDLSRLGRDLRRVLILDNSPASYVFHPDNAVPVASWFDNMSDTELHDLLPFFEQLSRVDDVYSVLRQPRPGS
#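 Test system: SCP-1 catalytic domain; Buffer or medium: Acidic Tris acetate buffer with magnesium and detergent; Also added: Phosphorylated 17-residue peptide substrate; Compound: single 20 µM dose, 1% DMSO; Schedule: enzyme reaction 45 min at room temperature, colour 5 min, stabilisation 30 min; Signal: Phosphate-binding colour reagent, absorbance read at 630 nm.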
# MLLE-PAM2 inh: blocks PAM2 peptide binding to the PABP1 MLLE domain. inhibition, % at 20 µM. actives 0.36% (n = 360,000). P11940. GST-MLLE / FITC-PAM2 fluorescence polarization; in the data active = inhibition above about 35%, passing the limit was not always enough;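 note: plate controls were DMSO wells with GST-MLLE for no effect and wells lacking GST-MLLE protein for full effect; some results filed as inactive read as strong as hits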
# CSN deneddyl inh: blocks human CSN-mediated cullin deneddylation; actives 0.38% (n = 360,000); AID 651999; inhibition, % at 12.5 µM; Purified CSN, SCF-Nedd8-OG deneddylation, fluorescence polarization;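 active = pattern-corrected inhibition above about 35%, with an unprinted fluorescence ratio check between 0.5 and 1.5, limit read from the data, passing the limit was not always enough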;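 note: 0% = enzyme with substrate and 100% = substrate without enzyme; some results filed as inactive read as strong as hits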
#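 Material: human Csn5 produced in HEK293T cells; Input: enzyme 0.24 nM; Reagent: SCFSkp2-Nedd8OG substrate at 10 nM final; Dosing: 12.5 µM compound; Incubation: 90 min reaction at room temperature; Detection: fluorescence polarization of the substrate; Evaluation: % inhibition of substrate cleavage by Csn5; Control set: substrate-only high control, full reaction low control.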
# Active calls of the source: *; i = inactive; / = no result given.
SMILES,DNMT1 inh,STEP block,NadD block,LMPTP block,SUMO1 PPI mod,TbMetRS inhib,Rpn11 block,Scp1 inh,MLLE-PAM2 inh,CSN deneddyl inh
CCN(c1ccccc1)S(=O)(=O)c1ccc(OC)c(NC(=O)Cc2ccc(OC)c(OC)c2)c1,-4,5,-10,1.8,1,0.0,i,-10,9,-5
Cc1cccc(-c2nc(C#N)c(NCC3CCCO3)o2)c1 (stereo not drawn),3,0,-11,-1.0,0,0.3,i,-10,0,-2
O=C(c1ccccc1)c1nc2c(n1O)CCCCC2,5,-2,1,0.3,-7,-1.0,i,-10,9,-8
COc1ccc([C@H]2CC(=O)C[C@@H](CCn3cc(C(C)C)nn3)O2)cc1,/,/,-9,-1.2,1,-0.6,/,/,/,-2
Cc1c(CN2CCC(CO)(CCOc3ccccc3)CC2)[nH]c2c(Cl)cccc12,-24,1,0,2.5,1,-0.3,i,-16,-3,2
CCCN(CCC)C1=N/C(=C\c2ccco2)C(=O)N1c1ccccc1,0,4,-7,1.0,-5,-1.2,i,1,-26,15
CCNC(=O)COC(=O)/C=C/c1ccccc1[N+](=O)[O-],5,0,-3,-1.2,-2,0.0,i,-4,9,5
O=C1NC(c2ccc(-c3ccccc3[N+](=O)[O-])o2)C(C(=O)c2ccc(F)cc2)C(O)(C(F)(F)F)N1 (stereo not drawn),-16,-5,4,1.1,-13,0.1,i,-12,8,6
CCC(=O)Nc1nnc(SCC(=O)Nc2ccc3c(c2)OCO3)s1,1,-2,-4,0.3,3,-0.6,i,-3,-3,2
Cc1cc(C)cc(C(=O)NCC(=O)OCN2C(=O)c3ccccc3C2=O)c1,5,2,1,0.2,-7,-0.4,i,-2,6,-5
CCOC(=O)C1(C)CCN1C(=O)c1ccc(C(C)(C)C)cc1 (stereo not drawn),2,-3,4,-0.1,9,-0.3,i,/,-7,-2
CC(Cc1ccccc1)C(=O)N[C@@H](CO)Cc1ccccc1 (stereo partly drawn),-3,-2,-4,0.1,1,-0.3,i,-3,-2,2
CCN(CC)C(=O)CSc1nnc(CNc2ccc(F)cc2)n1Cc1ccco1,-8,0,6,1.8,1,0.2,i,0,-91,6
N#Cc1c(N)c2ccccn2c1C(=O)c1ccc(Br)cc1,0,1,-4,0.6,-30,-1.2,i,2,13,1
N#Cc1ccccc1CSc1nc(N2CCCCC2)nc(N2CCCCC2)n1,0,8,9,2.3,-2,-1.1,i,10,-6,-1
O=C1c2cccc3c(Cl)ccc(c23)C(=O)N1O,-3,3,9,4.2,-9,3.1,i,-1,3,-2
CCCn1c(C)cc(C(=O)CN2C(=O)c3ccccc3S2(=O)=O)c1C,3,0,1,-1.6,0,0.1,i,/,-12,3
Cn1ncc(Cl)c1C(=O)N1CCC(Cc2ccccc2)CC1,-1,0,-5,-0.3,5,-0.7,i,4,3,-5
COC(=O)c1cn(-c2nc3ccccc3s2)nn1,/,/,-7,-0.5,-2,-1.1,/,/,/,1
O=C(COc1cc(O)c2c(=O)cc(-c3ccccc3)oc2c1)c1ccc(F)cc1,54*,5,11,1.4,-6,-1.7,i,9,4,3
COC(=O)N1C(=O)[C@@](Cc2ccccc2)(c2ccccc2)N1C(=O)OC,11,2,0,-0.8,2,-0.2,i,-11,-15,9
Cc1ccc(/C=C/C(=O)c2ccccc2O)cc1,1,2,-2,-0.9,-6,-0.9,i,-12,12,5
CCCCNC(=O)c1c(CSc2ccc(Cl)cc2)noc1C(=O)NCCC,9,-1,-2,3.9,2,-0.3,i,-10,23,2
CCc1ccc(C(C)(O)C(CN2CCOCC2)c2ccccc2)cc1 (stereo not drawn),2,0,-3,-0.4,3,0.1,i,-16,2,0
C[C@@H](C(=O)O)[C@@H]1C[C@@]1(C)[C@@H](NC(=O)OCc1ccccc1)c1ccccc1,5,3,-6,-1.7,13,-0.2,i,-5,-6,-2
O=C1CSC(c2cccnc2)N1CC1CC1 (stereo not drawn),-4,0,-1,-2.1,3,-0.4,i,-10,36,-6
Cc1cc(C(=O)O)ccc1-n1c(C)cc(/C=C(/C#N)C(=O)Nc2ccccc2)c1C,2,4,-1,-0.1,-9,-0.7,i,13,4,-7
COC(=O)Nc1ccc(Cn2cc(C(F)(F)F)ccc2=O)cc1,0,0,0,1.8,1,-0.7,i,1,-1,-4
COc1ccc(C(=O)OCC(=O)c2c[nH]c3ccccc23)cc1OC,-21,-2,5,0.1,7,0.1,i,-10,-9,5
CCS(=O)(=O)N1Cc2cc(C(=O)N(C)C)nc(-c3cccc(-c4ccc(F)cc4)c3)c2[C@@H]1CCO,/,/,3,-1.4,5,-0.4,/,/,/,2
CC1C(=O)C(C)(C)C(=O)OC1c1ccccc1 (stereo not drawn),1,1,9,0.8,2,-0.5,i,-5,-4,-2
COc1ccc(OCc2cc(C(=O)N3C[C@@H](C)O[C@@H](C)C3)no2)c(Cl)c1,1,-2,-6,-0.8,0,-0.1,i,-5,6,2
Cc1nc2sccn2c(=O)c1S(=O)(=O)Nc1cccc(Cl)c1C,1,0,-7,-0.9,7,-1.0,i,-4,7,1
CCCCN1C(=O)CC(C(=O)OCC)=C1C,-4,-1,-4,-1.0,1,0.2,i,2,3,0
COc1cccc(C(=O)N2CCC[C@H]2C(=O)N2CCC[C@H]2C(=O)N(C)Cc2ccccc2)c1,/,/,-3,-1.6,0,-0.6,/,/,/,-6
COc1ccccc1OCC(=O)Nc1nc(-c2ccc(S(=O)(=O)N3CCOCC3)cc2)cs1,-11,8,14,2.5,1,-0.6,i,-16,5,5
CCOCCCNC(=O)c1ccc(CS(=O)(=O)c2cccc(C(F)(F)F)c2)o1,-2,-1,-3,-0.8,3,-0.5,i,-9,11,1
COc1ccccc1C(=O)NCc1n[nH]c(=S)n1Cc1ccccc1,0,1,0,-0.2,3,0.1,i,-6,-6,-4
COC(=O)COc1cc(Br)c(/C=C2/SC(=O)N(CC(=O)N3CCCC3)C2=O)cc1OC,-4,2,7,-0.1,-20,0.2,i,-11,11,-3
CCOc1ccc(CCNC(=O)COC(=O)/C=C/c2ccc(C)o2)cc1OCC,2,0,-1,-0.2,-10,-0.2,i,-6,-1,1

# A different layout for some results above.
SMILES	DNMT1 inh	STEP block	NadD block	LMPTP block	SUMO1 PPI mod	TbMetRS inhib	Rpn11 block	Scp1 inh	MLLE-PAM2 inh	CSN deneddyl inh
Cc1ccc(/C=C/C(=O)c2ccccc2O)cc1	1	2	-2	-0.9	-6	-0.9	i	-12	12	5
CCCCNC(=O)c1c(CSc2ccc(Cl)cc2)noc1C(=O)NCCC	9	-1	-2	3.9	2	-0.3	i	-10	23	2

# 2 compounds from above, reduced to Rpn11 block, TbMetRS inhib and MLLE-PAM2 inh:
compound | Rpn11 block | TbMetRS inhib | MLLE-PAM2 inh
CCOc1ccc(CCNC(=O)COC(=O)/C=C/c2ccc(C)o2)cc1OCC | i | -0.2 | -1
CCOCCCNC(=O)c1ccc(CS(=O)(=O)c2cccc(C(F)(F)F)c2)o1 | i | -0.5 | 11

# (cont.)
SMILES,DNMT1 inh,STEP block,NadD block,LMPTP block,SUMO1 PPI mod,TbMetRS inhib,Rpn11 block,Scp1 inh,MLLE-PAM2 inh,CSN deneddyl inh
O=C(O)c1cccc2c1C(=O)N(Cc1ccncc1)C2,3,2,0,-0.4,-1,-0.3,i,-8,9,-2
CCOC(=O)c1sc2nc3n(c(=O)c2c1C)CCC3,2,-2,-6,-0.2,0,-0.3,i,-1,2,-1
O=[N+]([O-])c1ccccc1S(=O)(=O)N/C(=N/S(=O)(=O)c1ccccc1)c1ccccc1,1,-2,-4,-0.8,-8,-0.3,i,-12,12,-2
COc1cccc(OCCNC(=O)c2cc(OC)c(OC)c(OC)c2)c1,-5,-4,5,-2.1,8,-0.8,i,1,-8,1
O=C(Nc1ccc(Cl)cc1C(=O)N1CCOCC1)c1ccco1,-1,1,-4,0.5,1,-0.6,i,-3,26,0
COc1ccc(-c2cc(C(=O)OCC(=O)NC3CC3)c3ccccc3n2)cc1,1,2,-6,1.2,-34,0.1,i,-8,8,-1
CC1CCCN(CCS(=O)(=O)c2ccccc2)C1 (stereo not drawn),1,2,-4,-0.8,1,0.2,i,-10,-14,-1
COC(=O)C1=C(C)N(Cc2ccccc2)C(=S)N[C@H]1c1ccccc1,0,1,-1,2.7,1,-0.2,i,-6,-39,0
Cc1cc(Cl)ccc1NC(=O)CN(C)C1=NS(=O)(=O)c2ccccc21,-2,-2,5,-0.3,3,-0.3,i,-6,0,-5
Cc1nc(Cl)c(C(=O)NCc2ccccc2)c(C)c1Cl,1,-1,-2,-0.4,0,-1.4,i,0,-11,-1
S=C(NCCc1ccccc1)Nc1ccccn1,5,0,-2,0.8,2,-0.5,i,1,-37,-10
CCCOP(=O)(c1ccc(N(C)C)cc1)C(O)c1ccc(Cl)cc1 (stereo not drawn),3,2,-7,-0.6,3,-0.5,i,3,4,3
COc1ccccc1N1CCN(C(=O)CSc2nc3ncnc(N)c3[nH]2)CC1,1,0,-3,5.8,4,0.3,i,-1,-12,-2
Cc1ccc(S(=O)(=O)N2CCCC(C(=O)NCCc3ccccc3)C2)cc1 (stereo not drawn),2,-2,-9,-1.6,7,-0.6,i,-5,14,6
CN(c1cccc(NC(=O)CN(c2cccc(F)c2)S(C)(=O)=O)c1)S(C)(=O)=O,0,-2,-10,-0.6,-2,-0.1,i,-11,-5,-2
C/C(=N\NC(=O)c1nnn(-c2nonc2N)c1CSc1ccc(Cl)cc1)c1cccnc1,1,1,2,0.4,-2,-0.3,i,4,4,5
Cc1ccc2c(c1)N(C(=O)CCC(=O)NCc1cccc(F)c1)CCO2,1,-3,-2,-1.8,1,0.3,i,-9,-11,2
COc1ccc(N(CC(=O)NCCSc2ccccn2)S(=O)(=O)c2ccccc2)cc1OC,1,-3,-7,1.3,0,0.1,i,-3,-5,2
Cc1ccc(N(CC(=O)NC2CCCC2)C(=O)CCC(=O)Nc2ccccn2)cc1,0,-1,-5,-0.7,-2,-0.5,i,-9,12,-1
O=C1OC[C@H]2CCCN2C(=O)[C@@H](CC(=O)N(CCO)Cc2ccccc2)C/C=C\CC[C@@H]1Cc1ccc(F)cc1,-1,0,-7,-0.4,3,-0.1,i,-14,3,0
Clc1ccc(CN2CCN(c3ncnc4scc(-c5cccs5)c34)CC2)cc1,-7,1,4,4.3,0,-0.8,i,7,0,2
COc1ccc(OC)c2[nH]c(=O)c(CCNC(C)=O)cc12,0,-2,1,0.1,0,-0.6,i,3,8,-4
